Assay outcomes from PubChem.
Hsp70 inhibitors: small molecules displacing fluorescent ligand from Hsp70 – biochemical, fluorescence polarization, primary screen (AID 583); Hsp70 fluorescence polarization probe displacement, mP; higher % means a stronger effect; one-dose displacement, % at 20 µM; IC50 in µM for titrated hits; 0.06% of 140,000 active; in the data active = displacement above about 50%;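 also: plate controls were vehicle for no effect and reference ligand for full effect; a part of the inactive calls stands beside numbers as strong as those of hits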
Rat MKP-3 inhibitors: inhibition of rat DUSP6 enzyme activity – biochemical, in vitro, primary screen (AID 425) | 0.17% of 110,000 active | recombinant MKP-3 phosphatase activity, fluorescence; higher % means a stronger effect | inhibition, % at 20 µM, or IC50 in µM where a hit was titrated; in the data active = inhibition above about 50%;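 also: plate controls were vehicle for no effect and reference inhibitor for full effect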
* marks the source's active call; other numbers are inactive results; x = no result given; & = joins results of further samples. This is a subset; rates above refer to the full screens.

item	Hsp70 inhibitors	Rat MKP-3 inhibitors	structure
1	-5.7%	1.3%	CCn1c2ccccc2c2cc(CN3CCN(C(=O)c4cc(OC)c(OC)c(OC)c4)CC3)ccc21
2	4.0%	-0.6%	O=C(COc1ccccc1[N+](=O)[O-])Nc1cccnc1
3	4.6%	4.9%	CCOC(=O)c1c(NC(=O)c2cc3n(n2)C(C(F)(F)F)CC(c2ccco2)N3)sc(C)c1C (configuration not stated)
4	-1.7%	x	CCOC(=O)C1CCN(CC(=O)Nc2cc(C)nn2-c2nc3ccccc3s2)CC1
5	-2.5%	-1.7%	CCN1C(=O)CSC1=Nc1ccc(Cl)c(Cl)c1
6	-1.2%	2.4%	CCCCC(OC(=O)c1cc2occc2n1C)C(=O)NCC1CCCO1 (configuration not stated)
7	-0.5%	1.3%	Cc1cc(C)cc(N2CCCn3c2nc2c3c(=O)n(CCN3CCOCC3)c(=O)n2C)c1
8	2.4%	6.7%	O=C(Nc1ccc(Cl)c(Cl)c1)N1CCC(N2CCCCC2)CC1
9	6.9%	0.7%	COc1c(Cl)cc(C(=O)Nc2ccc(Cl)c(-c3nc4ccccc4o3)c2)cc1Cl
10	12.2%	-8.6%	Cc1ccc(Cl)cc1N1CCN(C(=O)CCS(=O)(=O)c2cccc3nonc23)CC1
11	-0.9%	0.7%	COc1ccc(NC(=O)Nc2ccccc2I)cc1OC
12	-1.4%	3.9%	Cc1ccnc(NC(=S)NC(=O)c2ccco2)c1
13	6.9%	-4.3%	CCCCn1c(NCCC)nc2c1c(=O)[nH]c(=O)n2C
14	-6.9%	-10.1%	CC(C)COc1ccc(C(=O)CCN2CCCCC2)cc1
15	27.6%	15.1%	O=C(O)c1cccc2c1NC(c1ccccc1Br)C1CC=CC21 (configuration not stated)
16	-3.6%	2.7%	CCOC(=O)CCCN1C(=O)S/C(=C/c2ccccc2)C1=S
17	-1.9%	0.6%	COc1ccc(-c2cc(=O)oc3cc(O)ccc23)cc1
18	-1.1%	0.4%	Cc1cccc(N2C(=O)c3ccc(-c4nc5ccccc5c(=O)o4)cc3C2=O)c1
19	6.6%	-2.0%	CCN=C(NCC)SC1CC(=O)N(C)C1=O (configuration not stated)
20	0.1%	3.9%	O=C1CC(c2ccccc2)n2ncnc2N1 (configuration not stated)
21	-2.2%	-5.7%	COC(C)(C)[C@]12CC(O)(C(C)C)ON1[C@H]1CCCCC1N2O (some centres not stated)
22	-0.5%	-3.5%	Cc1c(NC2=C(Cl)C(=O)N(c3ccccc3)C2=O)c(=O)n(-c2ccccc2)n1C
23	-0.4%	1.5%	CCOP(=O)(OCC)C(NC(=O)c1ccco1)C(=O)c1ccc(C)cc1 (configuration not stated)
24	4.6%	3.3%	Cc1cc(NS(=O)(=O)c2ccc(NC(=O)COc3ccc(Cl)cc3)cc2)no1
25	-3.1%	-3.2%	O=C(CN(C1CCCCC1)S(=O)(=O)c1ccc(Cl)cc1)NCCCO
26	-8.0%	-9.9%	CCc1ccc(S(=O)(=O)NCc2csc(-c3cccnc3)n2)s1
27	-7.1%	3.2%	CN1C(N)=NC(=O)C12COC(c1cccnc1)OC2 (configuration not stated)
28	1.3%	x	CC(C)[C@H](Nc1nc(-c2ccccc2)nc2c1oc1ccccc12)C(=O)O
29	0.5%	15.6%	O=C1NN(c2ccccc2)C(=O)/C1=C/c1cccc(OCc2ccccc2F)c1
30	x	-4.2%	COC(=O)c1c(NC(=O)CCN2CCOCC2)sc2c1CCCC2
31	0.4%	0.8%	O=C(Nc1c(F)cc(F)cc1Br)c1nc2nc(-c3ccccc3)cc(C(F)(F)F)n2n1
32	-0.1%	-9.6%	CCOc1ccc2c(C)c(C(=O)O)oc2c1OCC
33	-3.4%	2.8%	COc1ccc(NC2=C(Cl)C(=O)N(c3ccc(Br)cc3)C2=O)c(OC)c1
34	0.2%	-4.4%	CCOC(=O)c1ccc(NC(=O)CSc2nc(SC)ns2)cc1
35	2.4%	-3.3%	COc1ccc(S(=O)(=O)NC(CC(=O)NCCc2ccc(OC)c(OC)c2)c2ccco2)cc1 (configuration not stated)
36	0.1%	-2.4%	CCn1c(-c2ccccc2O)n[nH]c1=S
37	-28.3%	3.7%	Fc1ccc2nc(Nc3nc4c(s3)CCCC4)sc2c1
38	-6.4%	6.3%	COC(=O)c1cc2ccsc2n1Cc1cc(=O)n2ccccc2n1
39	0.8%	-8.9%	COC(=O)c1cc(NC(=O)CSc2nnc(CN3CCOCC3)n2C)ccc1Cl
40	-1.7%	-11.1%	COc1ccc(NC(=O)C2CCCN2C(=O)NCc2ccccc2)c(OC)c1 (configuration not stated)
41	2.9%	x	CC1(C)CC(=O)C(C=NCCN2CCN(C(=O)c3ccc(F)cc3)CC2)=C(O)C1
42	3.4%	2.1%	COC(=O)c1sc(NC(=O)CCc2ccccc2)c(C(=O)OC)c1C
43	-1.0%	-6.2%	COC(=O)NC1(C(F)(F)F)NC(=O)N(C2CCCCC2)C1=O (configuration not stated)
44	1.0%	-2.9%	Oc1c(C(c2ccccc2)N2CCc3ccccc3C2)sc2ncnn12 (configuration not stated)
45	-0.7%	5.2%	CCOC(=O)COc1ccc2oc(C)c(C(=O)OC(C)C)c2c1
46	2.8%	-2.2%	COc1cc([N+](=O)[O-])ccc1NC(=O)Cn1cnc2c1c(=O)n(C)c(=O)n2C
47	-1.3%	-9.1%	O=C(CCn1nnc(-c2cccs2)n1)NC1CCCCC1
48	-1.5%	-4.1%	CCOC(=O)c1ccc(NS(=O)(=O)CC)cc1
49	-3.1%	-0.5%	Cc1cc(C(=O)CN2C(=O)c3ccccc3S2(=O)=O)c(C)n1-c1ccccc1
50	3.1%	-6.0%	COc1cc(C(=O)Nc2ccc(NC(=O)C(C)C)nc2)cc(OC)c1OC
51	2.2%	2.0%	COc1ccc(/C=C2\SC(=S)N(CC(=O)Nc3ncc(Cc4ccc(C)cc4)s3)C2=O)cc1OC
52	4.6%	2.5%	O=C(/C=C/c1ccc(Cl)cc1)c1ccc(NC(=O)c2cccnc2)cc1
53	-0.9%	-4.4%	FC(F)(F)c1cnc2c(c1)Nc1ccccc1S2
54	-4.4%	-4.6%	C(=N\n1cnnc1)/c1cccc(Oc2ccccc2)c1
55	-6.1%	-7.5%	CCc1cc2cc(C)cc(C)c2nc1SCC(=O)N1CCN(C(=O)c2ccco2)CC1
56	0.0%	x	Cc1ccc(S(=O)(=O)N2CCCOC2)cc1
57	-0.2%	0.0%	COc1ccccc1/C=N/N=C1/NC(=O)C(CC(=O)Nc2ccc(Cl)c(Cl)c2)S1 (configuration not stated)
58	0.1%	-8.4%	COc1ccc(OC)c(S(=O)(=O)NCCc2cn3ccsc3n2)c1
59	4.0%	-6.5%	O=C(COC(=O)C1=COCCO1)Nc1ncc(C(F)(F)F)cc1Cl
60	-7.2%	-0.8%	Cc1cccc(OCCCCNC(C)(C)C)c1C

Complete entries, quoted from the list:
Results for COc1cc(C(=O)Nc2ccc(NC(=O)C(C)C)nc2)cc(OC)c1OC → Hsp70 inhibitors: 3.1%; Rat MKP-3 inhibitors: -6.0%
Results for Cc1cc(C(=O)CN2C(=O)c3ccccc3S2(=O)=O)c(C)n1-c1ccccc1 → Hsp70 inhibitors: -3.1%; Rat MKP-3 inhibitors: -0.5%

Next part:
item	Hsp70 inhibitors	Rat MKP-3 inhibitors	structure
61	0.6%	-9.3%	CCCOC(=O)Nc1cc(OC)c(Cl)cc1OC
62	-4.0%	2.4%	CCC(CO)NCCNC(CC)CO (configuration not stated)
63	2.8%	4.1%	COc1ccc(NC(=O)c2sc3cc(C)ccc3c2Cl)c([N+](=O)[O-])c1
64	-0.5%	-1.9%	CC(C)Oc1nc(-c2ccc(Br)cc2)nc2ccccc12
65	-2.1%	x	CCn1nnc2sc3c(c2c1=O)CCC(C)C3 (configuration not stated)
66	4.8%	0.0%	COC(=O)c1c(N)sc(C)c1-c1ccc(Cl)cc1
67	-1.8%	-0.2%	Cc1ccc(NCC(=O)N/N=C\c2ccccc2OCC(=O)O)cc1
68	4.4%	-5.6%	Cc1ccc(CS(=O)(=O)Cc2ccc(C(=O)NCc3ccco3)o2)cc1
69	1.4%	-5.2%	COc1cccc(-c2nnc(SCC(=O)N(C(C)C)C(C)C)o2)c1
70	7.5%	-8.9%	CC(C)CCOCC(=O)Nc1cccc(C(=O)O)c1
71	-0.8%	-6.2%	COc1cccc(NC(=O)C2C3CC4OC(=O)C2C4C3)c1 (configuration not stated)
72	3.2%	-8.8%	O=C(CCS(=O)(=O)Cc1ccccc1)NCc1ccco1
73	-1.2%	2.5%	CCC(CC)N1CCN(C(=O)c2cc(OC)c(OC)c(OC)c2)CC1
74	9.1%	-4.8%&2.4%	COc1cccc(NC(=O)C2CC(=O)N=C(N)S2)c1 (configuration not stated)
75	-1.0%	x	CCC(=O)c1ccc(OCC(O)CN2CCCCC2)cc1 (configuration not stated)
76	0.1%	2.5%	Cc1cc(C)c(C)c(OCCCCn2ccnc2)c1
77	2.0%	5.3%	O=C(CNC(=O)c1ccco1)OC(C(=O)c1ccccc1)c1ccccc1 (configuration not stated)
78	5.7%	-4.5%	O=S1(=O)N=C(N2CCc3ccccc3C2)c2ccccc21
79	-3.6%	3.9%	COC(=O)c1ccc(CSc2nc3sc(C)c(C)c3c(=O)n2-c2ccccc2)cc1
80	-1.7%	2.9%	CC(=O)N(OCON(C(C)=O)C(C)=O)C(C)=O
81	3.4%	-3.6%	O=C(Oc1cccc(N2C(=O)CCC2=O)c1)C1CC(=O)N(c2ccc(Br)cc2)C1 (configuration not stated)
82	3.4%	-3.3%	COc1ccc(Br)cc1/C=N/n1cnnc1
83	3.5%	-16.4%	Cc1nn(Cc2ccccc2)c2c1C(c1ccco1)C(C#N)=C(N)O2 (configuration not stated)
84	11.3%	x	Cc1ccc(C(=O)OC2CCS(=O)(=O)c3sccc32)cc1 (configuration not stated)
85	-1.8%	-5.6%	COc1ccc(CCN/C=C2\CC(=O)NC2=O)cc1OC
86	x	-3.7%	COc1ccc(OC)c(C2C(C(=O)Nc3ccc(F)cc3)=C(C)Nc3nc(CCCO)nn32)c1 (configuration not stated)
87	1.8%	0.2%	COc1ccc(NC(=O)CC2(c3ccc(OC)cc3)C(=O)c3ccccc3C2=O)cc1
88	-1.0%	-4.2%	O=C1c2ccccc2NC(c2cnc3ccccc3n2)N1O (configuration not stated)
89	7.7%	-11.0%	CCN(CC)CCNC(=O)Cn1nc(Cc2cccnc2)c2ccccc2c1=O
90	-7.4%	-0.4%	C=C(C)Cn1c(Cc2ccccc2)n[nH]c1=S
91	-2.3%	x	O=C(Nc1ccccc1C(=O)NC1CCCCC1)c1ccco1
92	-0.3%	2.6%	CSc1cccc(NC(=O)Nc2ccccc2)c1
93	9.0%	-0.8%	O=C(Nc1ccc(Cc2ccncc2)cc1)C12CC3CC(CC(C3)C1)C2
94	-3.1%	0.5%	COc1ccc(NC(=O)CN(CCc2ccccc2)S(=O)(=O)c2ccccc2)c(OC)c1
95	-2.5%	-6.2%	N#CC(C#N)=c1ccc2c(c1)NC1(CCCCC1)N=2
96	3.5%	6.4%	CCOC(=O)c1nn(-c2ccccc2C)c(=O)c(C#N)c1C
97	2.2%	-0.8%	CN1[C@@H](CC(=O)c2ccccc2)CCC[C@H]1C[C@H](O)c1ccccc1
98	0.8%	2.2%	Cn1ccnc1C(=O)c1cc(=O)c2ccccc2o1
99	-0.3%	8.3%	CCN(C(=O)CN1CCN(c2ccccc2)CC1)c1c(N)n(Cc2ccccc2)c(=O)[nH]c1=O
100	1.0%	-2.6%	CCOC(=O)C1CCN(c2cc(=O)n(C3CCCCC3)c(=O)[nH]2)CC1
101	8.2%	-2.1%	CC1S/C(=C(\C#N)C(=O)NCc2ccco2)N(Cc2ccco2)C1=O (configuration not stated)
102	5.5%	0.1%	CC(C)(C)c1ccc(C(=O)NNC(=O)C(=O)N2CCCCC2)cc1
103	0.2%	0.0%	C/C(=N\NC(=O)c1ccco1)c1ccc(Br)cc1
104	3.8%	-0.5%	CC(=O)c1ccc(OC(=O)C2CC(=O)N(c3cccc(C)c3)C2)cc1 (configuration not stated)
105	-1.1%	0.7%	Cc1csc(NC(=O)c2ccc(C)c(S(=O)(=O)N3CCCCC3)c2)n1

Looked up by structure from the entries so far, five records:
item	Hsp70 inhibitors	Rat MKP-3 inhibitors	structure
92	-0.3%	2.6%	CSc1cccc(NC(=O)Nc2ccccc2)c1
100	1.0%	-2.6%	CCOC(=O)C1CCN(c2cc(=O)n(C3CCCCC3)c(=O)[nH]2)CC1
103	0.2%	0.0%	C/C(=N\NC(=O)c1ccco1)c1ccc(Br)cc1
93	9.0%	-0.8%	O=C(Nc1ccc(Cc2ccncc2)cc1)C12CC3CC(CC(C3)C1)C2
105	-1.1%	0.7%	Cc1csc(NC(=O)c2ccc(C)c(S(=O)(=O)N3CCCCC3)c2)n1

More structures
item	Hsp70 inhibitors	Rat MKP-3 inhibitors	structure
106	1.2%	-1.2%	CSCC[C@H](NC(=O)OC(C)(C)C)C(=O)N1CCC(C(=O)N[C@@H](C)C(=O)O)CC1
107	13.1%	23.0%	CSc1nnc2c3cc(C)ccc3n(Cc3ccccc3)c2n1
108	-1.1%	-0.1%	CSc1nnc2c(n1)OC(c1ccc(C)o1)Nc1ccccc1-2 (configuration not stated)
109	1.0%	5.3%	O=[N+]([O-])c1ccc(-c2ccc(C(=S)N3CCCCC3)o2)cc1

An excerpt from above in order of length of the SMILES, largest number first.
item	Hsp70 inhibitors	Rat MKP-3 inhibitors	structure
106	1.2%	-1.2%	CSCC[C@H](NC(=O)OC(C)(C)C)C(=O)N1CCC(C(=O)N[C@@H](C)C(=O)O)CC1
104	3.8%	-0.5%	CC(=O)c1ccc(OC(=O)C2CC(=O)N(c3cccc(C)c3)C2)cc1 (configuration not stated)
109	1.0%	5.3%	O=[N+]([O-])c1ccc(-c2ccc(C(=S)N3CCCCC3)o2)cc1
108	-1.1%	-0.1%	CSc1nnc2c(n1)OC(c1ccc(C)o1)Nc1ccccc1-2 (configuration not stated)
107	13.1%	23.0%	CSc1nnc2c3cc(C)ccc3n(Cc3ccccc3)c2n1
103	0.2%	0.0%	C/C(=N\NC(=O)c1ccco1)c1ccc(Br)cc1
